DAGLB inh: DAGLB lipase inhibitors, primary screen, biochemical, fluorescence, HTS; HEK293T DAGLB membrane lysate, EnzChek fluorogenic substrate; 340,000 compounds, 0.059% hits; inhibition, % at 5.17 µM; Diacylglycerol lipase-beta (Homo sapiens), Q8NCG7; in the data active = inhibition above about 34%;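 note: 0% = enzyme with vehicle and 100% = wells lacking enzyme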
HTR5A inv ctr: HTR5A inverse agonists in luminescence cell assay, primary screen, counter-screen for OPRM1-OPRD1 heterodimer inverse agonist project, full-deck HTS; HTR5A cell line, inverse agonism; inhibition, % at 9.3 µM; 340,000 compounds, 0.083% hits; in the data active = inhibition mostly above about 23%, no sharp cut-off; inactive = mostly below about 18%;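 note: 0% = cells with DMSO and 100% = no-cell wells with DMSO; some compounds called inactive have numbers as strong as hits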
DSG3 Ab inh: inhibitors of pemphigus antibody binding to DSG3, primary screen, biochemical, bead-based, flow cytometry, scFv-GFP. binding (percent of control), % at 10 µM. DSG3-coupled beads, scFv-anti-DSG3-GFP binding; hits give low values. 310,000 compounds, 0.48% hits;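 active = binding more than 3 SD below its plate's average and above zero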;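 note: hits lower antibody fragment binding to DSG3; some compounds called inactive have numbers as strong as hits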
Arr AP2 block: inhibitors of beta-arrestin/AP2 binding, primary screen, biochemical, GPCR trafficking, flow cytometry | beta-arrestin 1 C-terminal peptide binding to AP2 beta2-adaptin appendage (human) | FITC-arrestin peptide / GST-AP2 beads; AP2 beta2 appendage carries R879A mutation | inhibition, % at 10 µM | 340,000 compounds, 0.31% hits;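 active = inhibition above a set limit, near 3 SD of compounds lacking own fluorescence, cut at about 54% in these data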;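 note: plate controls were DMSO wells for no effect and 5 µM unlabelled arrestin peptide for full effect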
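Measured by: flow cytometry, FL1 (488/535 nm); Material: AP2 appendage R879A on GSH beads; Evaluation: percent response; Timing: pre-incubation 12 min, peptide binding 1 h, room temperature; Also added: 50 nM FITC-arrestin peptide; Medium: PBS with 0.05% Tween 20 and 0.1% BSA.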
PKA-R2B act: activators of PKA-R2B holoenzyme, primary screen, biochemical, fluorescence polarization, Cy5-IP20, human; cAMP-dependent protein kinase catalytic subunit beta (Homo sapiens) + cAMP-dependent …; PKA-R2B holoenzyme dissociation; R2B truncated from residue 108, S112A mutant; 0% DMSO only, 100% 113 µM cGMP; activation, % at 11.4 µM; 340,000 compounds, 0.079% hits; AID 504700, 2011;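 active = activation above a cutoff set at the mean over all compounds plus 3 SD, cut at about 18% in these data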;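 note: higher means more holoenzyme dissociation and a rise in polarization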
MOR-DOR inv ag: inverse agonists of MOR-DOR heterodimerization, primary screen, cell-based, luminescence; Mu-type opioid receptor (Homo sapiens) + Delta-type opioid receptor (Homo sapiens), …; cell-based MOR-DOR heterodimer luminescence, inverse agonism; inhibition, % at 9.3 µM; 340,000 compounds, 0.21% hits; AID 504357, 2011; in the data active = inhibition above about 22%, passing the limit was not always enough;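 note: 0% = cells with DMSO and 100% = wells without cells with DMSO; values of inactives mirror those of a sister screen read the other way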
Target sequence (P35372 whole entry, looked up): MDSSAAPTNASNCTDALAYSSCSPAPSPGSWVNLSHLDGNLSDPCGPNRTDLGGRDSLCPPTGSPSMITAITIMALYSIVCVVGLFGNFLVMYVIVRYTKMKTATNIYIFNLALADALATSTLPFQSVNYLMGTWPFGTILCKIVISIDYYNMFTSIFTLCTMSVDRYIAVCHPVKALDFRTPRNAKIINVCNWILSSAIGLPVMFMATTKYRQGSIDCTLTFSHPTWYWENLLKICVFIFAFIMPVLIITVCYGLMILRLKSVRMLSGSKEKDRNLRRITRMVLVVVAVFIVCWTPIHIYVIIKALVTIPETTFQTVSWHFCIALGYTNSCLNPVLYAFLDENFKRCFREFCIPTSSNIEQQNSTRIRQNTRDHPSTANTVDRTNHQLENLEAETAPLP
Target sequence (P41143 whole entry, looked up): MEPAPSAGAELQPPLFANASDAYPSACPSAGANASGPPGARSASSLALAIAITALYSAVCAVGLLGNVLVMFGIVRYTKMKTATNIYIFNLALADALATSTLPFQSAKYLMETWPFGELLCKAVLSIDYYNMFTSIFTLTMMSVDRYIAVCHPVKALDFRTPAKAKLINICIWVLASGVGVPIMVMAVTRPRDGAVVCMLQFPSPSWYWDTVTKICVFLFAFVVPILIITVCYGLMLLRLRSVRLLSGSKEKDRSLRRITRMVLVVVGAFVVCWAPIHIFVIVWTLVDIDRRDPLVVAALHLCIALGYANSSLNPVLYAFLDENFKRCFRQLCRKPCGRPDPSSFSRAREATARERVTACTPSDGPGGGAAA
HTR5A ag: HTR5A agonists in luminescence cell assay, primary screen, counter-screen for OPRM1-OPRD1 heterodimer agonist project, full-deck HTS; cell-based; 340,000 compounds, 0.61% hits; AID 504692, 2011; activation, % at 9.3 µM; 5-hydroxytryptamine receptor 5A (Homo sapiens), P47898; in the data active = activation mostly above about 9.5%, no sharp cut-off; inactive = mostly below about 7.6%;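 note: 0% = cells with vehicle only and 100% = reference agonist; strong numbers were not always called active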
PKA-R1A act: activators of PKA-R1A holoenzyme, primary screen, biochemical, fluorescence polarization, Cy5-IP20, bovine R1A, mouse PKAc. cAMP-dependent protein kinase type I-alpha regulatory subunit (Bos taurus) + …. PKA-R1A dissociation; scaled: DMSO 0%, 113 µM cGMP 100%. activation, % at 11.4 µM. 340,000 compounds, 0.083% hits. AID 504707, 2011;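 active = percent activation above the mean of all tested compounds plus 3 SD, cut at about 19% in these data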;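 note: higher means more PKAc released from R1A so a rise in polarization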
MOR-DOR ag: agonists of OPRM1-OPRD1 heterodimerization, primary screen, cell-based, luminescence; AID 504326, 2011; cells; 340,000 compounds, 0.3% hits; Mu-type opioid receptor (Homo sapiens) + Delta-type opioid receptor (Homo sapiens), …; activation, % at 9.3 µM; in the data active = activation above about 18%;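 note: 0% = vehicle-treated cells and 100% = reference agonist; values of inactives mirror those of a sister screen read the other way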
V-ATPase pHluor: regulators of yeast V-ATPase proton pumping, primary screen, pHLuorin cytosolic pH fluorescence. S. cerevisiae. response, % at 10 µM. 350,000 compounds, 0.37% hits. AID 504577, 2011; in the data active = response mostly above about 7.3%, no sharp cut-off; inactive = mostly below about 5.4%; note: actives read high; inactives centre near 0; some compounds called inactive have numbers as strong as hits; reference of the scale not given here
Active calls of the source: *; . = no result given. Hits appear at their usual frequency; about 2.4% have a hit in one of these screens.

SMILES	DAGLB inh	HTR5A inv ctr	DSG3 Ab inh	Arr AP2 block	PKA-R2B act	MOR-DOR inv ag	HTR5A ag	PKA-R1A act	MOR-DOR ag	V-ATPase pHluor
Cc1ccc(NC(=O)Nn2cnnc2)c(C)c1	0	-2	.	34	7	6	-4	-4	-0.9	-3
Cc1cc(C)c(S(=O)(=O)n2c([N+](=O)[O-])cnc2C)c(C)c1	0	-30	102	5	-2	1	3	-2	-0.2	1
CCN1CCN(S(=O)(=O)c2ccc(Cl)c(C(=O)N(C)Cc3ccc(F)cc3)c2)CC1	-2	1	101	-7	0	14	0	6	-2.7	5
COCCN(C(=O)COC(=O)C(C)(C)Oc1ccc(Cl)cc1)c1c(N)n(Cc2ccccc2)c(=O)[nH]c1=O	1	4	101	-41	-10	7	-1	2	-1.3	10
Cc1ccccc1C(=O)NC(=S)N(CCO)Cc1ccccc1	0	0	96	-13	-11	19	0	3	-3.9	-1
Cc1cc(C)nc(Nc2n[nH]c(-c3ccccc3Cl)n2)n1	0	6	100	-11	-5	10	-5	1	-2.0	-1
O=S(=O)(Nc1ccc(-n2cccc2)cc1)c1ccccc1	-1	-3	100	3	-7	-6	4	3	1.0	3
O=C1CN(C(=O)c2ccccc2Cl)c2ccccc2N1	-2	-18	108	35	-7	10	0	5	-1.9	0
CC(C)(C)c1ccc(C(=O)NC(=O)COC(=O)c2ccc(Br)o2)cc1	0	-11	86	18	2	-50	3	-4	9.9	-2
Cc1ccc(C2C(=O)N(C3CCCC3)CC(=O)N2C2CCCCC2)cc1 (configuration not stated)	0	-8	107	7	-6	6	-3	4	-1.1	2
Nc1nnnn1CC(=O)N/N=C/c1cc([N+](=O)[O-])ccc1O	2	12	111	3	-6	20	-4	-5	-3.7	-2
Cc1ccc(C)c2c1N(Cc1ccccc1)C(=O)C21OCCO1	-4	11	121	42	1	4	-3	-1	-0.8	-4
O=C(COC(=O)/C=C/C(=O)N1CCN(c2ccccc2)CC1)NC(c1ccccc1)c1ccccc1	4	3	103	-3	-1	6	-1	3	-1.2	1
COc1ccc(-c2c(-c3ccccc3OC)sc3ccccc23)cc1	-5	-10	103	-5	-5	4	4	6	-0.7	1
COc1ccc(NC(=O)c2nnn(Cc3ccc(SC)cc3)c2N)c(OC)c1	0	-11	92	-2	10	-26	4	5	5.1	0
COc1ccc(Cl)cc1NC(=O)C/C(C)=N/NC(=O)c1ccccc1Cl	2	-15	97	-17	1	-3	0	6	0.6	-4
Cc1cc(=O)[nH]c(SCC(N)=O)c1C#N	0	-1	.	4	1	7	5	-9	-1.6	23*
O=C(CN1C(=O)c2cccc([N+](=O)[O-])c2C1=O)NCc1ccccc1	-1	2	100	-7	-5	11	-1	-4	-2.5	1
CC1CN(C2=NC(=O)/C(=C/c3ccncc3)S2)CC(C)O1 (configuration not stated)	0	-8	113	0	0	1	-4	5	-0.3	-7
CCC1CCCCN1C(=O)CCS(=O)(=O)c1ccccc1 (configuration not stated)	0	-25	.	0	-6	13	0	-9	-2.4	1
Cc1nc(CNS(=O)(=O)c2cccnc2)cs1	0	17	97	22	1	10	0	1	-1.7	2
CCOC(=O)C1CCN(S(=O)(=O)c2c(C)n(C)c(=O)n(C)c2=O)CC1	-2	-4	106	23	13	-3	1	17	0.5	3
CCn1c(CNC(=O)c2ccc(OC)c(OC)c2)nnc1SCC(=O)c1ccc(OC)cc1	1	-7	.	-12	1	13	-1	2	-3.2	0
COc1cc2c(cc1OC)C(c1ccccc1)N(C(=O)c1ccccc1F)CC2 (configuration not stated)	-2	5	104	-4	-3	17	-1	-3	-3.6	5
COc1ccccc1CCNC(=O)c1ccccc1SCC(=O)N1CCCC1	-2	-29	100	16	1	3	12	4	-0.8	0
C/C(=N\NC(=O)c1ccc(N/N=C(\C)c2ccncc2)cc1)c1ccncc1	0	-10	108	1	1	23	-1	-11	-4.8	-1
COc1ccc(-c2nc(-c3cccs3)no2)cc1	-9	16	99	-1	-16	3	3	5	-0.6	-2
O=C(COC(=O)C1(c2ccc(F)cc2)CCCC1)N1CCNC1=O	-1	-14	88	2	-4	1	6	1	-0.3	-2
CC1CCN(C(=O)Cn2cc3c(n2)CCCC3)CC1	0	1	108	15	-7	-5	0	4	0.9	-3
C/C(=N\NC(=O)c1nnn(-c2nonc2N)c1-c1ccc2c(c1)OCO2)c1cccs1	1	28	91	21	2	9	-1	3	-1.8	-4
COc1ccc(S(=O)(=O)NCC(c2cccnc2)N2CCN(c3ccc(F)cc3)CC2)cc1C (configuration not stated)	4	-19	105	22	7	-1	2	2	0.1	-2
Cc1cc(NC(=O)c2ccoc2C)no1	0	5	.	32	-5	12	-4	3	-1.9	2
C=CCNC(=S)Nc1cc(C)ccn1	4	14	101	-71	6	6	1	1	-1.1	0
COc1ccc(-c2[nH]ncc2-c2nc(C)cs2)c(O)c1	-1	8	103	10	1	1	-3	8	-0.2	-1
O=C(CCNC(=O)c1ccco1)Nc1cccc(C(F)(F)F)c1	0	11	.	-9	5	12	-2	-3	-1.9	-1
CN(C)c1ccc(C(=O)Nc2ccc(O)c3c(=O)cc(-c4ccccc4Cl)oc23)cc1	-3	-18	104	29	3	11	5	-1	-2.0	4
N#CC(Cc1ccccc1)(Cc1ccccc1)C(=O)NN	0	-5	109	28	2	10	0	-2	-1.8	-4
COc1ccc(/C=C/C(=O)Nn2cnnc2)cc1	1	-6	.	14	-4	13	3	-2	-2.7	-2
O=c1[nH]nc(Cc2ccc(-c3ccc(Cl)cc3)o2)c2ccccc12	-3	-13	92	12	8	-16	-2	2	2.6	-4
O=C(N[C@H]1C/C=C\C(c2cccc(F)c2)N(Cc2ccccc2)C(=O)C1)OCC1c2ccccc2-c2ccccc21 (some centres not stated)	-30	-1	96	-21	-13	14	0	-5	-2.8	-3
CCOc1cc(C2C(C#N)=C(N)Oc3n[nH]c(CC)c32)ccc1OCCN1CCOCC1 (configuration not stated)	-2	14	101	3	-5	13	2	-7	-2.2	-3
CC[C@H]1c2[nH]c3ccc(C(C)C)cc3c2[C@@H]2CCN3C(=O)CCC[C@H]1[C@H]23	2	-4	109	9	-2	-14	5	14	2.4	3
Cc1cc(Nc2cccc(Cl)c2)n2ncnc2n1	2	13	110	-1	-3	10	-5	-1	-2.0	-2
O=C1CS/C(=N\C(=O)N2c3ccccc3Sc3ccccc32)N1	3	9	103	8	10	-2	-4	5	0.5	-1
Cc1cccc(N2CCN(C(=O)c3ccc4nc(-c5ccco5)c(-c5ccco5)nc4c3)CC2C)c1 (configuration not stated)	2	-10	.	16	2	-21	3	-5	4.2	0
CCCCN1CC(COCc2ccccc2)Oc2cccc(Oc3ccc(C(C)C)cc3)c2S1(=O)=O (configuration not stated)	-27	12	97	-7	0	3	-4	2	-0.7	0
CCCCCC(=O)N1C[C@@H](O)[C@H](n2cc(C3CC3)nn2)C[C@@H]1c1ccc(OC)cc1	0	.	110	.	1	.	.	-8	.	2
Cc1ccc(S(=O)(=O)Nc2ccc(N3CCN(C)CC3)nc2)cc1	-1	-1	98	-7	-11	26	-1	-6	-5.4	0
Cc1ccc(NC(=O)c2cc(=O)n(Cc3ccccc3)c(=O)[nH]2)cc1C	2	-2	94	15	1	0	1	3	0.1	0
CCOC(=O)c1cc(NC(=O)c2cnccn2)cc(C(=O)OCC)c1	-3	-7	97	5	2	8	2	-3	-1.5	-3
C[C@H](NC(=O)N1CCn2c1nc1ccccc12)C(=O)N1CCCCC1	0	.	90	-5	2	.	.	-4	.	-1
Cn1c(=O)n(CC(=O)Nc2ccccc2)c2ccccc21	-2	.	101	-3	9	.	.	9	.	-2
Cc1ccc(C(=O)NCC(=O)NC2CC2)cc1	-2	4	.	12	-5	-4	-2	10	1.1	-3
CC(=O)c1sc(NC(=O)c2cc(=O)c3ccccc3o2)nc1C	1	15	105	4	-4	10	-5	-10	-1.8	-1
Cc1c(CCO)c(=O)n(-c2ccccc2)n1S(=O)(=O)c1c(Cl)cc(Cl)cc1Cl	-2	-8	.	-2	-5	1	3	-1	-0.2	4
CC1CCN(CCCNS(=O)(=O)c2ccc3c(c2)CCN3C(=O)C2CC2)CC1	-2	14	108	-3	8	10	-4	-7	-2.1	3
CC(C)N(C(=O)[C@H]1C[C@H](CC(=O)NC(C)(C)C)C(=O)N2CCc3c([nH]c4cc(CCC(=O)N(C)C)ccc34)[C@]12C)C(C)C	0	-2	94	41	-8	22	0	-6	-4.5	-2
CCOc1ccc(-c2nc(CN(Cc3ccccc3)C[C@@H]3CCC(=O)N3)c(C)o2)cc1	2	-9	106	37	8	-20	-3	-4	3.8	4
Cc1ccc(Nc2ncnc3sccc23)c(C)c1	-2	-13	105	9	6	-2	-1	2	0.3	-9
CCOC(=O)C1=C(C)NC(=S)NC1c1cccs1 (configuration not stated)	2	1	.	-7	-2	-3	-6	5	0.6	-1

Additional structures follow.
SMILES	DAGLB inh	HTR5A inv ctr	DSG3 Ab inh	Arr AP2 block	PKA-R2B act	MOR-DOR inv ag	HTR5A ag	PKA-R1A act	MOR-DOR ag	V-ATPase pHluor
O=C1Cc2cc(S(=O)(=O)N3CCCCC3)ccc2N1	-1	-19	104	7	13	2	4	0	-0.3	-5
COCCOc1cc(NC(=O)c2ccccc2)c(Cl)cc1Cl	-4	2	101	-17	6	7	-1	-15	-1.4	3
CC(C)C[C@H](N)C(=O)N1CCC(C(=O)N[C@H](C(=O)NC(C)c2ccccc2)C(C)C)CC1 (some centres not stated)	-3	-18	101	22	-13	9	1	0	-1.7	1
CSc1ccc(NC(=O)NCCN2CCc3ccccc3C2)cc1	1	-9	101	1	9	-4	4	5	0.7	-2
Cc1ccc(C(=O)NCC(c2ccc(F)cc2)N2CCOCC2)cc1S(=O)(=O)N1CCOCC1 (configuration not stated)	2	-9	95	-4	2	9	5	-4	-2.5	-6
